# Screens from PubChem BioAssay.
# Bfl-1 inhibitors = Bfl-1 inhibitors, primary screen, biochemical, fluorescence polarization, FITC-Bid, mouse (AID 432); displacement, % at 20 µM, or IC50 in µM where a hit was titrated; 0.02% of 64,000 active; FITC-Bid BH3 peptide fluorescence polarization displacement; higher % means a stronger effect; in the data active = a potency from the dose series; inactive = the rest, 99 in 100 with displacement below about 15%; also: strong numbers were not always called active
# MK inhibit = inhibitors of Streptococcus pneumoniae mevalonate kinase | purified MK, PK/LDH-coupled NADH absorbance 340 nm | inhibition, % at 10 µM | 0.48% of 65,000 active | AID 555;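 active = ranked among the strongest by inhibition in the single 10 µM screen, a fixed top-ranked set picked for dose follow-up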; also: no value below 0 was filed
# HPDE-C7K KRASV12 = cytotoxicity in KRAS-transformed pancreatic duct cells, primary screen, cell-based, fluorescence, HTS (AID 431); HPDE-C7K KRASV12 cells, Alamar Blue viability, 48 h; higher % means a stronger effect; cytotoxicity, % at 10 µM, or EC50 in µM where a hit was titrated; 1.7% of 63,000 active;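 active = compounds whose percent cytotoxicity in the single-dose primary screen, scaled between solvent and toxic-drug controls, exceeds 50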;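 also: 0% = DMSO solvent wells and 100% = doxorubicin-treated wells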
# Alkaline phosphatase = inhibition of tissue-nonspecific alkaline phosphatase – biochemical, luminescent (AID 518) | purified TNAP enzyme, luminescent substrate readout; higher % means a stronger effect | one-dose inhibition, % at 20 µM; IC50 in µM for titrated hits | 0.09% of 64,000 active; in the data active = a potency from the dose series; inactive = the rest, 99 in 100 with inhibition below about 22%;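 also: plate controls were vehicle for no effect and reference inhibitor for full effect; many of its hits are not listed in these tables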
# LYP inhibition = LYP phosphatase inhibitors, primary screen, biochemical, DiFMUP fluorescence, recombinant catalytic domain, 10 µM (AID 606); recombinant LYP catalytic domain, DiFMUP fluorescence; higher % means a stronger effect; one-dose inhibition, % at 10 µM; IC50 in µM for titrated hits; 52,000 tested, under 10 active;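 active = IC50 under 40 µM in the dose-response test; inactive = IC50 of 40 µM or more, or never dose-tested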
# DPM-DC inhibit = inhibitors of Streptococcus pneumoniae diphosphomevalonate decarboxylase; 0.49% of 65,000 active; purified DPM-DC, PK/LDH coupled NADH fluorescence; calls only at 10 µM;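 active = the 320 compounds with the highest percent inhibition in the single-dose primary screen, excluding strongly autofluorescent ones, cut at about 32% in these data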;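 also: kinetic rate of NADH fluorescence loss reporting ADP formed by the decarboxylase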
# HPDE-C7 cytotoxicity = cytotoxicity in HPDE-C7 cells, cell-based, fluorescence, HTS (AID 430) | one-dose cytotoxicity, % at 10 µM; EC50 in µM for titrated hits | 1.8% of 63,000 active | HPDE-C7 pancreatic duct cells viability, fluorescence; higher % means a stronger effect;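 also: cells exposed to compound for 48 hours before viability readout; 0% = vehicle and 100% = reference cytotoxic drug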
# PMK inhibit = inhibitors of Streptococcus pneumoniae phosphomevalonate kinase; 0.49% of 65,000 active; purified PMK, PK/LDH-coupled NADH absorbance 340 nm; inhibition, % at 10 µM;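 active = top-ranked compounds by inhibition in the single 10 µM screen, taking a fixed number of the strongest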;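 also: 0% = full reaction with DMSO carrier and 100% = background rate without enzyme reaction; no value below 0 was filed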
# HT1080 cytotoxicity = HT1080 cell viability loss – fluorescence readout (AID 620). 0.42% of 87,000 active. HT1080 viability, fluorescence; higher % means a stronger effect. one-dose cytotoxicity, % at 10 µM; EC50 in µM for titrated hits;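 also: cells exposed to compound overnight then 4 h with Alamar Blue; 0% = vehicle DMSO and 100% = killing control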
# PMK inhibit pilot replicates = recorded beside PMK inhibit, whose call it bears; inhibition, %; measured here: pilot screen replicates
# MK inhibit pilot replicates = further read-out of MK inhibit, marked with its call; inhibition, %; measured here: pilot screen replicates
# DPM-DC inhibit pilot screen % = recorded beside DPM-DC inhibit, whose call it bears; inhibition, %; measured here: pilot screen trials
# * hit, by the source's call; i = inactive; x = no result given. Rule as the data show it, unless noted: active = cytotoxicity above about 50%; inactive = the rest.
SMILES,Bfl-1 inhibitors,MK inhibit,HPDE-C7K KRASV12,Alkaline phosphatase,LYP inhibition,DPM-DC inhibit,HPDE-C7 cytotoxicity,PMK inhibit,HT1080 cytotoxicity,others
COc1ccccc1N1CCN(C(=O)c2c(-c3ccccc3Cl)noc2C)CC1,-2%,10,-3%,18%,15%,i,-1%,16,0%,
Clc1ccccc1Nc1c2c(nc3ncnn13)CCC2,-6%,9,-12%,0%,x,i,-2%,5,6%,
O=C(c1noc2c1CCc1ccccc1-2)N1CCc2ccccc2C1,-7%,0,2%,19%,-5%,i,1%,18,1%,
COC(=O)C1CCN(c2cc(=O)n(C3CCCCC3)c(=O)[nH]2)CC1,-2%,0,0%,3%,-5%,i,-4%,20,5%,
COc1ccc(S(=O)(=O)Nc2ccc(S(=O)(=O)N3CCOCC3)cc2)cc1,-3%,9,-8%,11%,3%,i,-7%,0,-4%,
COc1ccc(-n2c(=O)[nH]cc(C(=O)Nc3ccc4c(c3)OCCO4)c2=O)cc1,-2%,7,5%,8%,-14%,i,-2%,1,0%,
Cc1cc(-c2nnc(-c3cc4ccccc4oc3=O)o2)c(C)n1-c1ccccc1,-4%,2,x,18%,-6%,i,x,0,6%,
Cc1cc2c(cc1C)NC(c1ccccn1)C1=C(CC(C)(C)CC1=O)N2 (stereo not given),-9%,6,28%,7%,1%,i,29%,6,9%,
COc1cccc(C2CC(c3ccc(C)cc3)Nc3nc(N)nn32)c1 (stereo not given),3%,3,1%,14%,x,i,-2%,8,1%,PMK inhibit pilot replicates=0.5;MK inhibit pilot replicates=6.5;DPM-DC inhibit pilot screen %=6.5
O=S(=O)(NCC(c1cccnc1)N1CCN(Cc2ccccc2)CC1)c1ccccc1 (stereo not given),-1%,9,1%,5%,-1%,i,-12%,22,1%,
C(=N\c1c(-c2ccccc2)nc2n1CCS2)/c1ccccc1,-2%,0,-10%,14%,0%,i,-3%,9,9%,PMK inhibit pilot replicates=3.5;MK inhibit pilot replicates=2.5;DPM-DC inhibit pilot screen %=0.5
O=C(Cc1cscn1)c1ccc(O)cc1O,-3%,3,-13%,6%,10%,i,-7%,5,3%,
O=C1C(c2ccc(F)cc2)N(C2CCCCC2)C(=O)CN1C1CCCC1 (stereo not given),-4%,0,-13%,9%,1%,i,-27%,16,-3%,
O=C(NC1CCCCC1)C1CN(S(=O)(=O)c2ccccc2)CCN1S(=O)(=O)c1ccccc1 (stereo not given),2%,x,10%,10%,x,i,-2%,7,19%,
c1ccc(C2(Cn3ccc4ccccc43)OCCO2)cc1,4%,8,-11%,8%,3%,i,-5%,9,-4%,PMK inhibit pilot replicates=0.0;MK inhibit pilot replicates=0.0;DPM-DC inhibit pilot screen %=0.5
COC(=O)CSc1nc(C)c(C(C)=O)cc1C#N,-2%,7,26%,15%,-3%,i,-2%,1,4%,PMK inhibit pilot replicates=1.0;MK inhibit pilot replicates=1.0;DPM-DC inhibit pilot screen %=0.0
Clc1ccc(OCCN2CCN(c3ncnc4sccc34)CC2)cc1,1%,3,10%,6%,-3%,i,18%,15,-12%,
CCC(=O)Nc1cccc(-c2nc3ccccc3c(=O)o2)c1,-3%,1,-3%,3%,14%,i,6%,16,-3%,
Cn1cnc2cc(NC(=O)c3ccco3)ccc21,2%,11,5%,9%,-4%,i,4%,9,2%,
O=C(NCCCCC(NC(=O)C1CCCCC1)C(=O)O)c1ccccc1 (stereo not given),2%,9,x,4%,10%,i,x,0,3%,
O=C(CC(SCc1ccco1)c1ccc(O)cc1)c1cccs1 (stereo not given),-2%,0,58%*,43%,4%,i,54%*,6,-14%,
Cc1cc(=O)n2[nH]c(-c3ccc(F)cc3)nc2n1,-1%,0,-11%,8%,x,i,4%,12,13%,
CCn1c(SCC(=O)N2CCCC2)nnc1-c1ccc(S(=O)(=O)N2CCCCCC2)cc1,-2%,5,-10%,7%,x,i,-22%,2,6%,
CCOc1ccccc1C1CC(c2ccc(F)cc2)Nc2nc(N)nn21 (stereo not given),-7%,5,-5%,2%,6%,i,-2%,9,-3%,
Cc1ccc2cc3cc(C(=O)NCc4ccco4)oc3nc2c1,0%,5,25%,3%,1%,x,27%,11,0%,

# Other structures
SMILES,Bfl-1 inhibitors,MK inhibit,HPDE-C7K KRASV12,Alkaline phosphatase,LYP inhibition,DPM-DC inhibit,HPDE-C7 cytotoxicity,PMK inhibit,HT1080 cytotoxicity,others
CCOC(=O)c1ccccc1NC(=O)c1cncc(Br)c1,2%,2,-6%,18%,0%,i,-12%,0,7%,
COc1ccc2nc(SCc3cnc(C)nc3N)[nH]c2c1,-2%,3,-4%,0%,3%,i,1%,0,5%,
CC(O)Cc1nsc(NC(=O)c2cccs2)n1 (stereo not given),1%,1,6%,7%,13%,i,-5%,2,2%,
Cc1nc(=O)c(-c2ccccc2)c(C)n1-c1ccc(S(N)(=O)=O)cc1,-5%,5,6%,20%,9%,i,10%,3,-7%,
CSc1nc2c(ccc3ccccc32)o1,5%,0,-8%,12%,-3%,i,-24%,0,-4%,PMK inhibit pilot replicates=3.0;MK inhibit pilot replicates=0.0;DPM-DC inhibit pilot screen %=0.0
COc1ccc(C(=O)N(Cc2nc(-c3ccc(C)cc3)no2)C2CCCCC2)cc1OC,0%,12,24%,6%,-2%,i,9%,9,-12%,
O=C(c1ccc(S(=O)(=O)N2CCC(c3nc4ccccc4[nH]3)CC2)cc1)N1CCOCC1,-2%,6,3%,8%,15%,i,7%,5,7%,
COc1ccc(OC)c(NC(=O)C2CCN(S(C)(=O)=O)CC2)c1,-7%,0,-2%,4%,9%,i,4%,9,12%,
COc1ccccc1N1CCN(C(c2cccs2)c2nnnn2C2CCCC2)CC1 (stereo not given),0%,5,-12%,7%,x,i,-29%,8,-8%,
O=C(NCCN1CCOCC1)c1cc(-c2ccc(Br)cc2)on1,-2%,10,4%,2%,9%,i,3%,15,-4%,
CC1=C(C(=O)OC(C)C)C(c2cccs2)N2C(=O)C(C)SC2=N1 (stereo not given),1%,7,-10%,4%,13%,i,-8%,10,-10%,
COC(=O)C1=C(C)NC2=C(C(=O)CCC2)C1c1ccsc1 (stereo not given),-1%,2,11%,15%,13%,i,-3%,0,-5%,
C/C(=C\c1ccco1)C1Nc2cccc3cccc(c23)N1,10%,8,40%,22%,9%,i,29%,17,0%,
O=C(c1ccco1)N(c1ccccn1)c1ccccn1,0%,0,2%,2%,-4%,i,-1%,0,-1%,
CC(=O)C1=C(C)NC(=O)NC1c1ccc(OC2CCCC2)cc1 (stereo not given),-5%,6,-4%,-3%,13%,i,-4%,5,-6%,
CCSc1nnc(Cc2cc(=O)[nH]c(=O)[nH]2)n1-c1cccc(C)c1,-4%,6,-10%,8%,14%,i,-16%,10,x,
COc1cccc(-c2nc(CSCC(=O)N3CCc4ccccc43)c(C)o2)c1,2%,4,-5%,9%,-1%,i,-3%,12,-5%,PMK inhibit pilot replicates=0.0;MK inhibit pilot replicates=0.0;DPM-DC inhibit pilot screen %=0.0
CCC(C)NC(=O)C1CCN(c2nc(C)cc(C)n2)CC1 (stereo not given),-6%,0,-6%,1%,12%,i,-6%,19,-6%,
COc1ccc2[nH]c3c(=O)n(CCCCC(=O)N4CCCC4)c(=S)[nH]c3c2c1,5%,18,10%,8%,-1%,i,4%,4,2%,
COc1ccccc1C(c1nnnn1CCc1ccccc1)N1CCN(c2ccccc2)CC1 (stereo not given),-7%,6,-7%,8%,3%,i,-7%,8,-10%,
CCOC(=O)N1CCC(NC(=O)CSc2cc(=O)n(CC)c3ccccc23)CC1,-14%,2,-26%,10%,x,i,-26%,13,-2%,
O=C(c1ccco1)N1CCN(C(=O)c2cnn3c2NC(c2cccs2)CC3C(F)(F)F)CC1 (stereo not given),-7%,5,-12%,8%,-3%,i,-5%,0,1%,
COc1cccc(C(=O)CSc2nnc(CNS(C)(=O)=O)n2-c2ccc(C)cc2)c1,-2%,12,-15%,6%,11%,i,-13%,9,-3%,
O=C1CC(c2ccc(S(=O)(=O)NC3CC3)cc2)CN1 (stereo not given),2%,0,-1%,1%,19%,i,7%,0,-2%,
COc1ccc(-c2nnc(NC(=O)C(C)C)s2)c(OC)c1,0%,26,-13%,7%,-2%,x,-8%,8,6%,

# Next part:
SMILES,Bfl-1 inhibitors,MK inhibit,HPDE-C7K KRASV12,Alkaline phosphatase,LYP inhibition,DPM-DC inhibit,HPDE-C7 cytotoxicity,PMK inhibit,HT1080 cytotoxicity,others
COc1ccc(-c2nnc(SCC(=O)Nc3cc(C)on3)n2C)cc1OC,-6%,4,12%,21%,7%,i,-17%,10,9%,PMK inhibit pilot replicates=2.0;MK inhibit pilot replicates=0.0;DPM-DC inhibit pilot screen %=0.0
Cn1c(-c2ccc(C(=O)c3ccccc3)s2)nc2ccccc21,0%,0,-3%,7%,3%,i,10%,0,3%,
CC1CCCCC1NC(=O)Cn1nc(-c2ccccc2)ccc1=O (stereo not given),-5%,0,1%,8%,2%,i,-7%,18,1%,
O=C(c1nc2ncccn2n1)N1CCN(c2ccccc2)CC1,-2%,11,-13%,8%,14%,i,0%,3,-7%,
Cn1c2ccc(CC(=O)O)cc2c2cc(CC(=O)O)ccc21,-1%,4,3%,1%,10%,i,6%,6,-12%,
Fc1ccc(-c2cc(C(F)(F)F)nc(NCC3CCCO3)n2)cc1 (stereo not given),-8%,0,4%,4%,5%,i,-13%,5,3%,
CC(C)CCNC(=O)CN(C(=O)CCC(=O)Nc1ccccn1)c1ccc2c(c1)OCO2,2%,8,-9%,4%,-3%,i,0%,10,-9%,
Cc1ccc(NC(=O)Cn2nnc(C(=O)NCc3cccs3)c2N)cc1,-6%,0,-1%,6%,10%,i,-4%,1,0%,
O=C(COC(=O)Cc1ccc(S(=O)(=O)N2CCCCC2)s1)Nc1ccc2c(c1)OCO2,2%,3,-8%,12%,x,i,-1%,4,4%,
CCCCOc1ccccc1C1C(C(N)=O)=C(C)Nc2nnnn21 (stereo not given),3%,5,5%,6%,-7%,i,4%,4,13%,PMK inhibit pilot replicates=7.5;MK inhibit pilot replicates=3.0;DPM-DC inhibit pilot screen %=3.0
Cc1nnc2n(-c3ccccc3)c(=O)c3c4c(sc3n12)CCCC4,-10%,23,26%,8%,14%,i,-7%,3,3%,PMK inhibit pilot replicates=8.0;MK inhibit pilot replicates=1.5;DPM-DC inhibit pilot screen %=0.0

# Among those listed so far, 5 contain fluorine.
SMILES,Bfl-1 inhibitors,MK inhibit,HPDE-C7K KRASV12,Alkaline phosphatase,LYP inhibition,DPM-DC inhibit,HPDE-C7 cytotoxicity,PMK inhibit,HT1080 cytotoxicity,others
O=C1C(c2ccc(F)cc2)N(C2CCCCC2)C(=O)CN1C1CCCC1 (stereo not given),-4%,0,-13%,9%,1%,i,-27%,16,-3%,
Cc1cc(=O)n2[nH]c(-c3ccc(F)cc3)nc2n1,-1%,0,-11%,8%,x,i,4%,12,13%,
CCOc1ccccc1C1CC(c2ccc(F)cc2)Nc2nc(N)nn21 (stereo not given),-7%,5,-5%,2%,6%,i,-2%,9,-3%,
O=C(c1ccco1)N1CCN(C(=O)c2cnn3c2NC(c2cccs2)CC3C(F)(F)F)CC1 (stereo not given),-7%,5,-12%,8%,-3%,i,-5%,0,1%,
Fc1ccc(-c2cc(C(F)(F)F)nc(NCC3CCCO3)n2)cc1 (stereo not given),-8%,0,4%,4%,5%,i,-13%,5,3%,
